RAD52 inh: RAD52 (human) annealing inhibition; recombinant RAD52 DNA annealing, FRET fluorescence; P43351; inhibition, % at 18.7 µM; AID 651710; 360,000 tested, 0.46% active;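 active = every replicate showing at least 50% inhibition; inconclusive = mean inhibition at least 50% but not in every replicate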
Target sequence (P43351 whole entry, looked up): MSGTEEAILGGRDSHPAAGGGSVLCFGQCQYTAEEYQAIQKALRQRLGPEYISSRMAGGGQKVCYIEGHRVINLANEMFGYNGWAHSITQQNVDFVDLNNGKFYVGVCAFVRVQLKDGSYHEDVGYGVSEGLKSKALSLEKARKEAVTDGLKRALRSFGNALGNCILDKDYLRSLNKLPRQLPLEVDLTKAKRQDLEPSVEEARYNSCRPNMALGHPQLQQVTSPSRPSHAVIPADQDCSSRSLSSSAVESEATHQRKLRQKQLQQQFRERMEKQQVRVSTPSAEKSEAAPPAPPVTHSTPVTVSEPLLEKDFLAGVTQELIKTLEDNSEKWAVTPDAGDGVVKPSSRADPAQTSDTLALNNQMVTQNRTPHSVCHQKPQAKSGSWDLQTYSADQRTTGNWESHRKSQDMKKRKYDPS
S100A4 inh HTS: blocks human S100A4 binding to myosin IIA peptide | 360,000 tested, 0.14% active | inhibition, % at 10.7 µM | P26447 | S100A4/TAMRA-MyoIIA peptide fluorescence polarization | AID 652163;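 active = mean inhibition of at least 70% across replicates, with every replicate also reaching that level; inconclusive = mean inhibition reaches 70% but some replicates fall short; inactive = mean inhibition below 70%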
Target sequence (P26447 whole entry, looked up): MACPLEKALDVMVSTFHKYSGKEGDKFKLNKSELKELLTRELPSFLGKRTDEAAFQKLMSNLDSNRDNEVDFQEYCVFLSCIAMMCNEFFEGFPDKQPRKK
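Assay system: human S100A4 monomer with TAMRA-labelled myosin IIA peptide / Buffer or medium: Calcium-containing HEPES buffer, pH 7.2 / Reagent: TAMRA-labelled myosin IIA heavy-chain peptide probe, 5 nM / Compound: one dose per compound / Timing: polarization read 5 min after assay mix addition, stable 5–60 min / Benchmarks: neutral control DMSO, positive control TFP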
FN deposit inh: fibronectin deposition inhibition; AH1F fibroblasts, Alexa488-fibronectin deposition fluorescence, overnight; inhibition, % at 12.6 µM; 350,000 tested, 0.086% active; AID 743247;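 active = mean inhibition across replicates of 30% or more, regardless of how many single replicates reach that level; inconclusive = mean under 30% yet at least half of replicates reach 30%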;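 note: positive control wells lacked labelled fibronectin entirely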
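test system = AH1F fibroblasts assembling fluorescent fibronectin matrix | quantity = 10000 AH1F cells per well | buffer or medium = DMEM plus 2% serum, read in PBS | doses = single dose, pinned | incubation = 1 h cell attachment, overnight exposure to compound and label | detection = fluorescence at 485 nm excitation, 525 nm emission | read-out basis = inhibition from reduced deposited-fibronectin fluorescence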
XiGFP reactiv: activators of X-chromosome reactivation in mouse fibroblasts. XiGFP mouse fibroblasts, % GFP-positive cells imaging, 3 d; cells co-treated with 5-aza-dC sensitizer; scaled so ellipticine positive control = 100%. activation, % at 7.58 µM. 360,000 tested, 0.055% active;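 active = mean normalized replicate activation at least 10% and every replicate at or above 10%; inconclusive = only one of the two criteria met; inactive = mean below 10% and not all replicates reach 10%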;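 note: 0% = median of on-plate neutral control wells and 100% = ellipticine 6 µM median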
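Material: XiGFP fibroblasts, SV40-immortalized; Buffer or medium: DMEM containing 5-aza-dC; Compound dosing: single point; Times: 3 days compound exposure.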
E-selectin induc: induces E-selectin expression in human endothelial cells; P16581; HUVEC E-selectin immunofluorescence imaging; normalized: neutral wells 0, TNF-alpha wells 100; activation, % at 7.58 µM; 260,000 tested, 0.37% active;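 active = mean E-selectin-positive cell signal at least 10% of the positive control, reached in at least 60% of replicates, without over 20% cell loss; inconclusive = no rule given, readout overlaps actives, possibly toxicity-flagged; inactive = the rest, including those meeting only one limit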;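 note: in these data hits start at about 27%; measured in HUVEC primary endothelial cells; signal is the percent of cells scored E-selectin positive by PE staining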
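System: HUVEC, human umbilical vein endothelial cells; quantity: 3,000 cells/well; buffer or medium: EGM-2 medium, gelatin-coated wells; dosing: single-point compound dose; detection: immunofluorescence imaging; evaluation: % PE-positive cells; benchmarks: TNF-alpha, DMSO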
EWS-Fli inh: inhibitors of EWS/Fli oncoprotein transcriptional activity. AID 651661. A673 NR0B1-luciferase reporter, viability-normalised. 350,000 tested, 0.67% active. inhibition, % at 12.6 µM;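 active = mean inhibition of at least 50% after viability correction, with every replicate also passing that limit; inconclusive = mean reaches 50% but only one of two replicates passes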;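 note: firefly luciferase signal divided by Alamar Blue viability fluorescence both relative to DMSO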
esBAF inh: SWI/SNF esBAF complex inhibition; mouse ES cells, Bmi1-luciferase knock-in reporter, 24 h; 100% = twice the neutral-well signal; reporter increase, % at 12.5 µM; 350,000 tested, 2% active; in the data active = activation above about 40%; inconclusive = no clear call, values can overlap the other calls;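 note: 0% = median of the plate's neutral control wells and 100% = double that signal; a rise in the Bmi1 reporter signal indicates esBAF inhibition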
RAD54 branch: inhibitors of human RAD54 branch migration; Q92698; RAD54 Holliday junction branch migration, FAM/BHQ fluorescence; inhibition, % at 10.4 µM; 360,000 tested, 0.14% active; AID 602329;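 active = mean normalized replicate activity at least 40 and at least half of replicates scoring 40 or more; inconclusive = only one of the two criteria met; inactive = mean below 40 and under half of replicates reaching 40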;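 note: 0% = median of neutral control wells and 100% = median of positive control wells; inhibitors cause a drop in the FAM fluorescence signal; in these data hits start at about 50%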
* = called active by the depositor; ? = inconclusive; nt = not tested or not shown.

Values in the order: RAD52 inh, S100A4 inh HTS, FN deposit inh, XiGFP reactiv, E-selectin induc, EWS-Fli inh, esBAF inh, RAD54 branch
C[C@@H]1CN([C@H](C)CO)C(=O)Cc2cc(NC(=O)CCCN(C)C)ccc2O[C@H]1CN(C)S(=O)(=O)c1ccc(F)cc1
    -3, 2, -14, 0.4, 0.1, -9, 5, -3
Cc1nc2cc(NC(=O)N3c4ccccc4CC3C)ccc2o1 (stereo not given)
    1, 2, nt, nt, nt, -75, -3, 4
CCn1cc(S(=O)(=O)N2CCN(c3ccc(Cl)cc3)CC2)cn1
    -16, -1, nt, 0.0, 0.1, nt, -10, -1
O=C(CSc1ccccc1)N1CCN(S(=O)(=O)c2cccs2)CC1
    -1, -1, 0, -0.1, 1.7, 0, nt, -5
Cn1c(Cc2ccccc2)nnc1SCc1cc(=O)n2ccsc2n1
    -2, -6, -2, 0.1, -0.1, -1, -4, nt
C[C@@H]1CCCCO[C@H](CN(C)C(=O)Nc2ccc(F)cc2)[C@H](C)CN([C@@H](C)CO)C(=O)c2cc(NS(=O)(=O)c3cccs3)ccc2O1
    15, -28, nt, 0.0, 0.2, -3, -1, -1
CC(C)(CO)CNC(=O)CCc1nnc(C2(c3ccc(Cl)cc3)CCC2)o1
    -6, 0, -5, 0.1, 0.1, -9, nt, nt
CCOCCC(=O)Nc1ccc2c(c1)c(=O)n(C)n2Cc1cccc(C(F)(F)F)c1
    -87, 33, -3, 0.1, 0.1, -7, -3, -9
O=C(CSc1nnc(-c2ccc(S(=O)(=O)N3CCCC3)cc2)o1)NCc1ccccc1
    nt, nt, -6, nt, -1.4, nt, 10, -11
Cc1ccc(OCCSc2ncccn2)c(C)c1
    -1, -5, -5, -0.1, 4.0, -39, 35, -3
CCN(CC)CCNC(=O)c1ccc(NC(=O)c2cccc(S(=O)(=O)Nc3ccc(C)cc3)c2)cc1
    40, -7, -1, -0.1, 0.0, -10, nt, nt
CCCc1nnc(SCC(=O)Nc2ccc(Cl)cc2Cl)o1
    -11, 7, -2, 0.2, nt, -39, 7, 5
CC(NC(=O)Cn1nc(C(=O)O)c2ccccc2c1=O)C12CC3CC(CC(C3)C1)C2 (stereo not given)
    -22, -3, 3, 0.0, -0.3, 6, 5, 7
Cc1nc(Nc2c(Cl)cccc2Cl)sc1C(=O)Nc1ccccc1
    4, 3, nt, 0.0, nt, -13, nt, nt
COc1cc(-n2nnnc2SC)c(OC)cc1Cl
    -14, -3, -13, 0.2, nt, -3, nt, nt

Values in the order: RAD52 inh, S100A4 inh HTS, FN deposit inh, XiGFP reactiv, E-selectin induc, EWS-Fli inh, esBAF inh, RAD54 branch
C/C=C/c1ccc([C@H]2[C@@H](CO)N(C(=O)NCCC)[C@H]2CN(C)C(C)=O)cc1
    -15, -2, nt, 0.0, 0.5, nt, nt, nt
CC(Cc1ccccc1)N1C(=O)c2cccc([N+](=O)[O-])c2C1=O (stereo not given)
    5, -7, -14, 0.0, nt, 4, 6, -11
CCOC(=O)CSc1nc2cc(OCC)ccc2cc1C#N
    -67, -3, -4, nt, nt, nt, 62*, 5
CN1CCN(C(=O)Nc2cccc(-c3ccccc3)c2)CC1
    -8, 17, 1, -0.1, 3.5, 4, -2, 9
CO[C@H]1CN(C)C(=O)c2ccc(NC(=O)Nc3cc(F)ccc3F)cc2OC[C@H](C)N(C(=O)c2cnccn2)C[C@H]1C
    nt, nt, -17, 0.0, 0.1, 2, 2, nt
O=C(CNC(=O)c1ccc(-c2ccccc2)cc1)OCc1ccc(Br)cc1
    5, -5, 2, 0.0, nt, -21, nt, nt
COc1ccc2c3c(n(C)c2c1)[C@H](CO)N(Cc1ccncc1)CC31CCN(C(=O)Cc2ccncc2)CC1
    -56, 3, nt, 0.4, -0.3, 8, nt, nt
CCOC(=O)C1=CN(Cc2ccccc2)CCC1=O
    18, -1, -2, -0.2, 0.8, 18, -5, -8
CC1(C)C(=O)Nc2ccccc2N1C(=O)Cn1ncc(Cl)c(Cl)c1=O
    -2, -5, 4, -0.3, -0.1, 42, nt, nt
CCOC(=O)C1=C(C)N=c2sc(=Cc3cc(Cl)c(OCC(=O)O)c(OC)c3)c(=O)n2C1c1ccccc1Cl (stereo not given)
    -75, -9, -1, 0.1, -0.3, 7, 2, 0
CC1CCc2cc(F)cc3c(=O)c(C(=O)O)cn1c23 (stereo not given)
    -1, -4, 2, 0.1, 0.1, 1, 1, -2
C(=N\N(c1ccccc1)c1ccccc1)/c1ccc(N2CCOCC2)s1
    -13, -2, 6, 0.3, 1.7, -11, nt, nt
COc1ccc(C(=O)NCc2cc(C(C)C)no2)cc1OC1CCN(C(C)C)CC1
    -26, 1, 6, 0.0, nt, nt, -5, 5
Cc1ccc(S(=O)(=O)N(C)c2cc(S(N)(=O)=O)c(C)cc2C)cc1
    -34, -2, 4, 0.1, nt, -1, nt, nt
O=C1NC(Cc2ccc(O)cc2)c2nc3cc(F)ccc3c(=O)n2-c2ncccc21 (stereo not given)
    -3, -1, -8, 0.4, 0.1, -6, 2, 4

Values in the order: RAD52 inh, S100A4 inh HTS, FN deposit inh, XiGFP reactiv, E-selectin induc, EWS-Fli inh, esBAF inh, RAD54 branch
C[C@@H]1CN([C@H](C)CO)C(=O)c2cc(NS(=O)(=O)c3ccc(F)cc3)ccc2O[C@H]1CN(C)S(=O)(=O)c1ccccc1
    nt, nt, nt, -0.7, 0.0, 0, 0, 0
CS(=O)(=O)Cc1cc(Sc2ccccc2)nc(-c2ccncc2)n1
    -12, 4, -13, 0.3, nt, 8, -5, 6
CCCCc1c(-c2cccc(F)c2)ncn1CCc1ccccc1OC
    28, 1, 8, 0.6, -0.2, 7, nt, nt
COc1ccccc1OCCNC(=O)c1cccc(S(=O)(=O)NCc2ccccc2)c1
    -8, -6, -8, -0.1, 1.9, 11, 2, -5
COCCNC(=O)c1cccc2c(-c3ccnn3C)coc12
    13, -1, nt, 0.1, 1.4, 4, -7, -8
CCCNC(=O)C[C@@H]1C[C@@H]2c3cc(NC(=O)NC4CCCCC4)ccc3O[C@@H]2[C@H](CO)O1
    -3, 5, -7, 0.0, -0.3, -2, 7, -1
C[C@@H]1CN([C@H](C)CO)C(=O)Cc2cc(NC(=O)C3CC3)ccc2O[C@@H]1CN(C)Cc1ccc(C(F)(F)F)cc1
    7, -2, nt, -0.1, 0.4, 1, -4, -2
O=C(Cc1ccccn1)N[C@@H]1CC[C@@H](CCNC(=O)c2cc(Cl)cc(Cl)c2)O[C@H]1CO
    -7, 1, -6, 0.2, 0.3, 0, -1, -7
COCC#Cc1cnc2c(c1)C(=O)N([C@@H](C)CO)C[C@@H](C)[C@@H](CN(C)C(=O)C1CCOCC1)O2
    -5, -6, -5, 0.7, 0.6, -19, -8, -3
O=[N+]([O-])c1cc(S(=O)(=O)NCCN2CCOCC2)ccc1Sc1nnnn1-c1ccccc1
    -11, 2, -2, 0.7, nt, 13, 31, nt
COc1ccccc1C1CC(=O)NC(SCC(=O)Nc2ccccc2)=C1C#N (stereo not given)
    -6, 3, nt, 0.2, 0.2, -4, -9, 9
Cc1ccc(S(=O)(=O)NCC[C@H]2CC[C@H](NC(=O)c3cccnc3)[C@@H](CO)O2)cc1
    -12, -5, 4, 0.2, -0.1, 1, 2, -11
C[C@H]1[C@H](c2ccccc2)Oc2cccc(NCCc3ccccc3)c2S(=O)(=O)N1Cc1cccc(F)c1
    -3, 1, 1, -0.1, nt, 0, nt, nt
O=C(N[C@H]1CC[C@H](CCNS(=O)(=O)c2cccc(Cl)c2)O[C@@H]1CO)c1ccc(F)cc1
    -14, -6, 0, -0.4, 0.2, 5, 2, 8
CCCCCC(=O)NN=C1CCN(Cc2ccccc2)CC1
    -11, -2, 0, 0.2, nt, -4, nt, -1

Values in the order: RAD52 inh, S100A4 inh HTS, FN deposit inh, XiGFP reactiv, E-selectin induc, EWS-Fli inh, esBAF inh, RAD54 branch
COc1ccccc1-c1cnc2c(c1)C(=O)N([C@@H](C)CO)C[C@@H](C)[C@H](CN(C)Cc1cccc(F)c1)O2
    4, 9, 2, 2.5, 0.2, 5, -8, 5
N#C[C@@H]1[C@@H](c2ccc(C3=CCCCC3)cc2)[C@@H](CO)N1C(=O)Cc1ccncc1
    11, -10, -3, 0.1, 0.2, 8, 0, -9
COc1ccccc1NC(=O)C(C)OC(=O)CSCC(=O)Nc1ccc(C)cc1C (stereo not given)
    -12, -2, -3, 0.0, 5.9, -10, -4, -7
Cc1c(C(=O)NCCC#N)sc(=O)n1Cc1ccc(C(=O)N(C)C)cc1
    -24, -2, 13, 0.2, nt, -8, 6, -13
CCCCN(C(=O)CC1CCCC1)c1c(N)n(CCC)c(=O)[nH]c1=O
    -10, 1, 0, -0.1, -0.3, -7, -6, -30
Cc1cc(C(F)(F)F)nc(CCNC(=O)C2CCC(=O)N(Cc3cccc(F)c3)C2)n1 (stereo not given)
    2, 1, 2, 0.1, -2.5, -9, 0, 5
Cc1noc(C)c1S(=O)(=O)NC(=O)C1(C)CCN1C(=O)c1ccc(C2CCCCC2)cc1 (stereo not given)
    -13, 12, -2, 0.0, -0.1, 5, 2, 1
CC(=NNC(=O)c1ccncc1)c1ccccc1O
    -26, -4, 8, 0.3, -0.5, 4, nt, 5
COC(=O)C1=C(C)N(C)C(=NCc2ccc(C(F)(F)F)cc2)NC1c1ccc(F)cc1 (stereo not given)
    -7, -2, -2, 0.3, 0.8, -31, nt, nt
Cc1cc(S(=O)(=O)NC(C)C)ccc1OCC(=O)NCc1ccccc1
    -2, 6, 3, 0.0, nt, 5, nt, nt
O=C(NCC1CC1)[C@H]1[C@H](CO)[C@H]2Cn3c(ccc(C4=CCCC4)c3=O)[C@H]2N1C(=O)C1CC1
    -14, -5, 3, 0.2, 0.1, -3, 1, -3
O=C(O)Cn1c2ccccc2c2n[nH]c(=S)nc21
    -5, -1, 13, 0.0, nt, 19, -8, -3
CC(=O)c1ccc(NC(=S)NCc2cccnc2)cc1
    -3, -15, nt, 0.0, nt, -4, -5, -8
Cc1cccc2cc(CN(CC3CCCO3)C(=O)c3cccs3)c(=O)[nH]c12 (stereo not given)
    -14, 5, -4, 0.0, -0.1, nt, 3, 1
O=C(O)CSc1nnc(-c2ccccc2Br)n1-c1cccc(C(F)(F)F)c1
    3, 0, 7, 0.0, ?, -1, nt, nt

High-throughput results from PubChem.
